HttQ103 aggreg – inhibitors of mutant huntingtin aggregate formation in PC12 cells; PC12 HttQ103-GFP aggregates, Acumen cytometry, 40 h; Potency, µM (titrated, usually from 46.1 µM), for inactives: at the top dose activity change, negative = inhibition, actives largely listed as inhibitors; 220,000 compounds, 1.1% hits; AID 1688; note: potency is the fitted concentration of half-maximal effect; % is set by controls: 0 for no effect and ±100 for the full control effect; nearly all actives have a fitted effect of over 60% in size
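Huntingtin Q103 exon 1–GFP aggregates in induced PC12 cells (100 nM tebufenozide) were quantified by cytometry from lysates, with compounds dosed in titration.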
Epigenetic derep – epigenetic control regulation, reporter derepression. Potency, µM (doses to about 53.9 µM), for the others: at the top dose GFP activation, hits mostly activators. murine LDR cells, GFP reporter derepression, 30 h. 280,000 compounds, 0.2% hits; note: potency is the fitted concentration of half-maximal effect; % of control where 0% means no effect; nearly all actives have a fitted effect of over 60% in size
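Readout is the number of GFP-expressing murine LDR cells, counted by cytometry following washing. Cells were treated with compound for 30 h at 37 C; the stably integrated CMV-GFP locus is normally silent.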
KinaseGlo FLuc – blocks Kinase-Glo luciferase, a counter-screen artifact; Q27757; Kinase-Glo luciferase, ATP luminescence, 8 min; Potency, µM (titrated, usually from 38.3 µM), inactives show at the highest dose activity change, negative = inhibition, most hits filed as inhibitors; 200,000 compounds, 0.28% hits; AID 1379; note: potency is the fitted concentration of half-maximal effect; % is set by controls: 0 for no effect and ±100 for the full control effect; nearly all actives have a fitted effect of over 60% in size
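Light output from Kinase-Glo luciferase with luciferin and 10 uM ATP in 50 mM imidazole pH 7.2, KCl, MgCl2, Tween 20, BSA; compound pin-delivered, 8-min ambient incubation, then luminescence read.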
IMPase Li inh – membrane-permeable IMPase blocker, potentiated with lithium | Potency, µM (doses to about 59.4 µM), without a hit: top-dose activity, negative = IMPase inhibition, most hits filed as inhibitors | 210,000 compounds, 0.35% hits | CHO-M1 cells, IP1 TR-FRET (IP-One), carbachol + lithium | AID 1457;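 note: IP1 builds up when IMPase is blocked and the TR-FRET signal falls; potency is the fitted concentration of half-maximal effect; plate controls were basal vehicle for no effect and high inhibitor control for full effect; nearly all actives have a fitted effect of over 50% in size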
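CHO-M1, 2000 cells/well, 16–30 h culture; cpd + low Li+, 30 min 37C; lysis with d2-IP1/Eu-anti-IP1 Ab, 10 min RT; TR-FRET 665/620 ratio and 620 channel; AC50 via Hill.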
L3MBTL1 block – inhibitors of human L3MBTL1; 230,000 compounds, 0.66% hits; Q9Y468; Potency, µM (top dose mostly 57.1 µM), without a hit: top-dose activity, negative = inhibition, usual class: inhibitors; AlphaScreen L3MBTL1–H3K9me1 peptide binding; AID 485360; note: potency is the fitted concentration of half-maximal effect; % is set by controls: 0 for no effect and ±100 for the full control effect; nearly all actives have a fitted effect of over 60% in size
Target sequence (Q9Y468 whole entry, looked up): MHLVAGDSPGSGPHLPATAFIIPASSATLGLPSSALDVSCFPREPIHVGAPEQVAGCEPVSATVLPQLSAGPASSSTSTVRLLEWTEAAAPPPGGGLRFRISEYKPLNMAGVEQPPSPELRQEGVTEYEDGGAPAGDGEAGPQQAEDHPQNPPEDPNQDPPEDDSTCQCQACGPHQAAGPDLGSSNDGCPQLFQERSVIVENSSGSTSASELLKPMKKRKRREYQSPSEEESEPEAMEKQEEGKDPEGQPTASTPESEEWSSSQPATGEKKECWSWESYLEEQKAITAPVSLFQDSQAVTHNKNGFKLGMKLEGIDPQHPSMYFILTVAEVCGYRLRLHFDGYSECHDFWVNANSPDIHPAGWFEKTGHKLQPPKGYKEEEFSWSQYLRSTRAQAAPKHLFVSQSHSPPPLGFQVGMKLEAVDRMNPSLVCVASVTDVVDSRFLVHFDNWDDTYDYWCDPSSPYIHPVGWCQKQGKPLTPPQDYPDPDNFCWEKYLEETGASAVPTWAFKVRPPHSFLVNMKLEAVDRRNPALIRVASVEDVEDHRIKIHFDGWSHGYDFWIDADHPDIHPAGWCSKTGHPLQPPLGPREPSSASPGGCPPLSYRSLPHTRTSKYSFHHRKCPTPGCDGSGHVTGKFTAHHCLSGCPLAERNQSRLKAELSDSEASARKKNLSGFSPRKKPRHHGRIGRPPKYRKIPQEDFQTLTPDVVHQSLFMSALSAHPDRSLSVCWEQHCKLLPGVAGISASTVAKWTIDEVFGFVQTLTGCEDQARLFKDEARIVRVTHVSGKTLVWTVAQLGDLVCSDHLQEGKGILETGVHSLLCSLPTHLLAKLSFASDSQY
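AlphaScreen assay: L3MBTL1 (50 nM final) was preincubated 30 min at room temperature with biotinylated H3(1-15)K9me1 peptide (75 nM final), then 30 min with library compounds; streptavidin donor and nickel chelate acceptor beads (10 ug/mL final) added, 30 min dark.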
CBFb-RUNX1 inh – inhibitors of human CBF-beta and RUNX1 interaction | Q01196+Q13951 | AlphaScreen CBFb-His/RUNX1-biotin binding, biochemical | Potency, µM (highest dose often 59.8 µM), for the others: top-dose activity, negative = inhibition, most hits filed as inhibitors | 230,000 tested, under 10 active | AID 1477; note: % of control where 0% means no effect
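Room-temperature protein-protein interaction test with 30 nM each of His-tagged CBF-beta and biotinylated RUNX1, 15 min with compound, then 90 min with nickel plus streptavidin beads. Signal read in AlphaScreen mode.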
NPSR antagonist – blocks cAMP signaling of the human neuropeptide S receptor | Q6W5P4 | CHO-NPSR cells, cAMP TR-FRET, antagonist mode | Potency, µM (doses to about 38.3 µM), without a hit: at the highest dose activity change, negative = inhibition, actives largely listed as inhibitors | 220,000 compounds, 1% hits | AID 1461; note: potency is the fitted concentration of half-maximal effect; % is set by controls: 0 for no effect and ±100 for the full control effect; nearly all actives have a fitted effect of over 50% in size; many of its hits are not listed in these tables
Numbers without * were called inactive; ? = inconclusive; nt = not tested or not shown; & = joins results of further samples; [ ] = dose if it differs, or a comment. Calls come from the whole dose curve; as a rule, active = well fitted curve in the direction sought with a large enough effect; inconclusive = small, poorly fitted or top-dose-only effect, or another doubt; inactive = no such curve, though single readings can be large; an effect the other way counts as inactive or inconclusive. The list is partial; count on the stated rates, not on these rows.

Fields – HttQ103 aggreg	Epigenetic derep	KinaseGlo FLuc	IMPase Li inh	L3MBTL1 block	CBFb-RUNX1 inh	NPSR antagonist
> COc1ccc(NC(=O)c2nc[nH]c2C(=O)Nc2ccccc2C)cc1
 : -7%	3.3%	0%	-11%[38.3 µM]	-1%	4%	0%[46.1 µM]
> Cc1ccc(CSc2nnnn2C)cc1
 : -5%	1.5%	0%	2%[38.3 µM]	5%	4%	-4%[46.1 µM]
> CCOc1ccc(C(Nc2ccc(C)cc2)P2(=O)OCC(C)(C)CO2)cc1 (configuration not stated)
 : 16%	0.1%	0%	-15%[38.3 µM]	-1%	-5%	-11%[46.1 µM]
> CCCNC(=O)N[C@@H](CCSC)C(=O)OC
 : -1%	1.5%	19%	24%[38.3 µM]	nt	-2%	10%[46.1 µM]
> O=C(NC(=S)N1CCCc2ccccc21)c1ccco1
 : 1%[9.22 µM]	-3.3%	3%	7%	-8%	?	7%
> CN(C)c1ccc(-c2nn3c(-c4ccc(Cl)cc4Cl)nnc3s2)cc1
 : -16%	2.6%	0%	13%[38.3 µM]	-8%	4%	-6%[46.1 µM]
> O=C(C1=C[C@@H](c2coc3ccccc3c2=O)C[C@@H](OCCCCO)O1)N1CCN(Cc2ccccc2)CC1
 : 5%[9.22 µM]	2.4%	nt	2%	-4%	6%	29%
> CC(C)C(C)NC(=O)COc1ccc([N+](=O)[O-])cc1Cl (configuration not stated)
 : -6%	1.0%	4%	-4%	-5%	1%	8%
> COc1ccc(-c2[nH]ncc2CN(C)Cc2ccccn2)c(OC)c1
 : -3%[9.22 µM]	1.1%	0%	7%	21%	2%	-2%
> COc1cc(/C=C2\SC(=S)N(NS(=O)(=O)c3ccccc3)C2=O)cc(OC)c1OC
 : 29%[9.22 µM]	0.1%	nt	nt	?	-12%	-38%
> Fc1cccc(C[n+]2csc3ccccc32)c1
 : -2%	?	-1%	21%[38.3 µM]	-12%	?	-20%[46.1 µM]
> Cc1c(Cl)c([N+](=O)[O-])nn1Cc1ccc(C(=O)N/N=C\c2ccccn2)o1
 : -9%	-0.4%	-3%	18%	14%	-27%	6%
> O=C(NC(=S)Nc1ccccc1O)c1ccc(-c2ccc(Cl)cc2)o1
 : 11µM*	7.9%	-1%	-6%[38.3 µM]	3%	-6%	-15%[46.1 µM]
> N#CCCn1c(C2CCCCC2)nc2ccccc21
 : -6%	-1.0%	4%	15%[38.3 µM]	nt	1%	2%[46.1 µM]
> O=C(NCc1ccco1)C1CC(c2cccc([N+](=O)[O-])c2)=NO1 (configuration not stated)
 : -4%	-1.0%	7%	1%[38.3 µM]	?	3%	-2%[46.1 µM]
> COc1ccccc1N1CCN(CCn2c(=O)[nH]c3c([nH]c4ccccc43)c2=O)CC1
 : nt	0.8%&1.1%&-0.2%	-2%	18%&36%&2%	nt	21%	nt
> O=S1(=O)Cc2cc3ccccc3cc2C1
 : 8%[9.22 µM]	0.1%	-10%	4%	0%	6%	-20%
> CC(=O)c1cccc(NS(=O)(=O)c2ccc(N/C=C\C(=O)c3ccc(C)cc3)cc2)c1
 : -16%	0.2%	-2%	-24%[38.3 µM]	-5%	9%	?
> N#CCO/N=C(\c1ccccc1)c1ccncc1
 : -4%	0.1%	1%	-8%[38.3 µM]	0%	4%	-9%[46.1 µM]
> CN(C)/C=C/C(=O)c1ccc(Oc2ncccn2)cc1
 : ?	-1.3%	-3%	-6%	-4%	-4%	5%

Reformatted as labelled records: part of the list above.
COc1ccccc1N1CCN(CCn2c(=O)[nH]c3c([nH]c4ccccc43)c2=O)CC1
  HttQ103 aggreg: nt
  Epigenetic derep: 0.8%&1.1%&-0.2%
  KinaseGlo FLuc: -2%
  IMPase Li inh: 18%&36%&2%
  L3MBTL1 block: nt
  CBFb-RUNX1 inh: 21%
  NPSR antagonist: nt

O=S1(=O)Cc2cc3ccccc3cc2C1
  HttQ103 aggreg: 8%[9.22 µM]
  Epigenetic derep: 0.1%
  KinaseGlo FLuc: -10%
  IMPase Li inh: 4%
  L3MBTL1 block: 0%
  CBFb-RUNX1 inh: 6%
  NPSR antagonist: -20%

CC(=O)c1cccc(NS(=O)(=O)c2ccc(N/C=C\C(=O)c3ccc(C)cc3)cc2)c1
  HttQ103 aggreg: -16%
  Epigenetic derep: 0.2%
  KinaseGlo FLuc: -2%
  IMPase Li inh: -24%[38.3 µM]
  L3MBTL1 block: -5%
  CBFb-RUNX1 inh: 9%
  NPSR antagonist: ?

N#CCO/N=C(\c1ccccc1)c1ccncc1
  HttQ103 aggreg: -4%
  Epigenetic derep: 0.1%
  KinaseGlo FLuc: 1%
  IMPase Li inh: -8%[38.3 µM]
  L3MBTL1 block: 0%
  CBFb-RUNX1 inh: 4%
  NPSR antagonist: -9%[46.1 µM]

New compounds follow.
Fields – HttQ103 aggreg	Epigenetic derep	KinaseGlo FLuc	IMPase Li inh	L3MBTL1 block	CBFb-RUNX1 inh	NPSR antagonist
> O=C(C1CCCO1)N1CCN(C(=S)Nc2ccccc2)CC1 (configuration not stated)
 : -6%	0.0%	2%	-1%	0%	8%	8%
> CC(C)(C)c1onc(OCP(=O)(O)O)c1CC(N)C(=O)O (configuration not stated)
 : nt	1.2%	-3%	-6%	nt	-25%	6%[46.1 µM]
> O=C(Nc1ccc2c(c1)OCCO2)c1cccc2nc3ccccc3nc12
 : ?	0.2%	1%	27%[38.3 µM]	-6%	?	?
> COc1cc(/C=C2\C(=O)NN(c3ccccc3)C2=O)ccc1OCC(N)=O
 : 17%	-0.1%	-2%	11%	5%	-1%	17%
> Cc1ccc(S(=O)(=O)c2cnc3cc(C)nn3c2N)cc1
 : -17%	-1.4%	-2%	7%	-18%	7%	-5%
> Cc1noc(C)c1S(=O)(=O)Nc1ccc(C(=O)N2CCN(c3cccc(Cl)c3)CC2)cc1
 : ?	0.0%	1%	37%[38.3 µM]	nt	-8%	-18%[46.1 µM]
> O=C(c1ccccc1)N1CCCOC1c1ccccc1 (configuration not stated)
 : 0%	-7.2%	4%	16%[38.3 µM]	37%[activator]	13%	-9%[46.1 µM]
> COC(=O)CNC(c1ccccc1Cl)c1cc(Br)ccc1NS(=O)(=O)c1ccc(C)cc1 (configuration not stated)
 : ?	-3.0%	-1%	9%	0%	5%	-24%
> CCOC(=O)c1c(C)c(C(=O)NCCCOC)c(C)n1C
 : -13%	1.8%	2%	-4%	-3%	1%	10%[46.1 µM]
> CC(=O)Nc1ccc(NC(=O)c2ccccc2N(C)S(C)(=O)=O)cc1
 : -11%	-1.1%	4%	23%[38.3 µM]	nt	3%	-15%[46.1 µM]
> CC(=O)O[C@H]1CC[C@]2(C)[C@H]3CC=C4[C@@H]5[C@@H](C)[C@H](C)CC[C@]5(C(=O)O)CC[C@@]4(C)[C@]3(C)CC[C@H]2C1(C)C
 : -27%[9.22 µM]	6.9%	nt	nt	nt	0%	-2%
> O=C(CN(Cc1ccc(F)cc1)S(=O)(=O)c1ccc(S(=O)(=O)N2CCOCC2)cc1)Nc1ccccc1
 : -10%	3.3%	0%	5%	7%	7%	8%
> O=C(COC(=O)CCc1nc2ccccc2c(=O)[nH]1)Nc1ccc(Cl)cn1
 : -7%[9.22 µM]	-2.1%	nt	nt	-30%	-2%	-41%
> O=C(CCC(=O)N1CCN(S(=O)(=O)c2ccccc2)CC1)NC1CCCc2ccccc21 (configuration not stated)
 : -8%	6.9%	1%	-6%[38.3 µM]	-1%	3%	-7%[46.1 µM]
> Cc1ccc(S(=O)(=O)N2CCCC(NC(=O)N3CCN(c4ccccc4)CC3)C2)cc1 (configuration not stated)
 : 13%	-1.0%	2%	20%[38.3 µM]	nt	-2%	-21%[46.1 µM]
> CC1(C)CC(=O)C(C2C3=C(CC(C)(C)CC3=O)Oc3ccccc32)C(=O)C1 (configuration not stated)
 : -17%[9.22 µM]	-3.2%	nt	nt	0%	0%	-4%
> COc1cc(C(=O)N(CCc2ccccc2)C2CC3CCC(C2)N3C)cc(OC)c1OC (configuration not stated)
 : 12%	0.0%	3%	26%[38.3 µM]	nt	19%	9%[46.1 µM]
> CC(C)CCNC(=O)CNC(=S)N(CCCN1CCOCC1)Cc1cccs1
 : 3%	0.0%	-1%	1%	9%	2%	11%
> O=C(CSc1nc2ccccc2s1)N/N=C/c1ccccc1C(=O)O
 : 10%[9.22 µM]	3.0%	nt	nt	3%	3%	-10%
> Cc1sc2ncnc(-n3nnc4ccccc43)c2c1C
 : 1%[9.22 µM]	-4.9%	1%	3%	-2%	0%	-5%

(next part)
Fields – HttQ103 aggreg	Epigenetic derep	KinaseGlo FLuc	IMPase Li inh	L3MBTL1 block	CBFb-RUNX1 inh	NPSR antagonist
> CC1CCc2nc3ccc(S(=O)(=O)N4CCC(C(=O)NC5CCCC5)CC4)cc3c(C(=O)O)c2C1 (configuration not stated)
 : 6%	-7.3%	4%	1%[38.3 µM]	nt	-9%	-8%[46.1 µM]
> CCOc1ccc(C(=O)NC(=S)Nc2cc(C)ccn2)cc1[N+](=O)[O-]
 : 7%	-1.0%	1%	-6%[38.3 µM]	11%	3%	-22%[46.1 µM]
> CC1(C)Cc2nc(NCCCO)c(C#N)cc2CO1
 : 9%	0.7%	-4%	-17%[38.3 µM]	4%	-2%	3%[46.1 µM]
> O=C1CSCN1c1ccc(Cl)cc1
 : -9%[9.22 µM]	-1.3%	0%	4%	11%	0%	15%
> COCCNC(=O)COc1ccc(C)c(C)c1
 : -2%	0.4%	3%	-10%[38.3 µM]	nt	-2%	5%[46.1 µM]
> CCCNc1nc2c(c(=O)[nH]c(=O)n2C)n1CCc1ccccc1
 : 25%	0.0%	-1%	15%[38.3 µM]	-3%	11%	-1%[46.1 µM]

Compound activity (PubChem BioAssay)
